From PubChem BioAssay
HCV inhibitor – blocks hepatitis C virus. Huh7.5.1 HCVcc-Cre infection, luciferase reporter, 44 h. Potency, µM (highest dose often 41.8 µM), for inactives: at the highest dose activity change, negative = inhibition, actives largely listed as inhibitors. hit rate 3.4% among 340,000. AID 651820
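Seed cells (1,000/well) for 4 h; treat with compound and infect with HCVcc-Cre, moi about 0.5. Incubate 44 h, then detect luciferase activity.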
Pf growth 96h – P. falciparum growth inhibition at 96 hours | AID 504834 | hit rate 6.9% among 320,000 | P. falciparum luciferase reporter growth, 96 h | Potency, µM (highest dose often 28.7 µM), for the others: at the highest dose activity change, negative = inhibition, actives largely listed as inhibitors
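Plates of compound plus infected erythrocytes (2% hematocrit, 0.05% parasitemia final) incubate 96 hours, 37 C, 5% CO2. Detection reagent added; reduced luminescence from the parasites' luciferase reporter flags inhibition.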
Sm TGR inh – blocks Schistosoma mansoni thioredoxin glutathione reductase; purified TGR, DTNB reduction, TNB absorbance 405 nm; Potency, µM (series often up to 114 µM), without a hit: at the top dose activity change, negative = inhibition, actives largely listed as inhibitors; hit rate 3% among 360,000; Q962Y6; also: nearly all actives have a fitted effect of over 60% in size
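Kinetic colorimetric format: TGR-catalysed, NADPH-driven DTNB reduction monitored via TNB absorbance. Enzyme dispensed at 20 nM; compound exposure 15 min at room temperature before reaction start.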
LmPK inh – inhibitors of Leishmania mexicana pyruvate kinase; Q27686; purified LmPK, Kinase-Glo ATP luminescence, 1 h; Potency, µM (highest dose often 57.5 µM), inactives show at the top dose activity change, negative = inhibition, most hits filed as inhibitors; hit rate 0.37% among 290,000; AID 1721
Target sequence (Q27686 whole entry, looked up): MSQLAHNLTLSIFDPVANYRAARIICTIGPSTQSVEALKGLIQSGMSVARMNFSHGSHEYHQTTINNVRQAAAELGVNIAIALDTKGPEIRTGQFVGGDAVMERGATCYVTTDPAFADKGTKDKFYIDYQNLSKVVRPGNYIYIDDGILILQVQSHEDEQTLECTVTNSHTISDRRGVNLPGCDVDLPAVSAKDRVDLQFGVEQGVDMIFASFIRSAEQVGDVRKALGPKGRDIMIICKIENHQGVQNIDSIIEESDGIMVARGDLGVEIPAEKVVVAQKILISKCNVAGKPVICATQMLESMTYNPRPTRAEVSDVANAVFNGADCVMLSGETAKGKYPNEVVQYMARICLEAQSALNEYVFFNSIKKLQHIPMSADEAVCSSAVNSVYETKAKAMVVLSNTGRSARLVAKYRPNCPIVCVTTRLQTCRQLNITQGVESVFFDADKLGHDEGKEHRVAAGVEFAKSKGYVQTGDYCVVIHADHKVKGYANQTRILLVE
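Pyruvate kinase activity monitored as ATP production (luciferase luminescence). Conditions: 0.1 nM enzyme, 0.5 mM PEP, 0.1 mM ADP, 1 h, RT; normalized against uninhibited and no-enzyme wells.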
Tb PYK inh – inhibitors of Trypanosoma brucei pyruvate kinase. Q57TT1. TbPYK enzyme, Kinase-Glo Plus ATP luminescence, 45 min. Potency, µM (series often up to 76.8 µM), without a hit: top-dose activity, negative = inhibition, hits mostly inhibitors. hit rate 0.12% among 410,000; also: nearly all actives have a fitted effect of over 50% in size
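T. brucei PYK with substrate was exposed to pin-transferred compounds across a concentration series, then started with 130 uM ADP (final). After 45 min at room temperature, Kinase-Glo Plus luminescence was read, normalized and curve-fitted.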
Pf growth 48h – P. falciparum growth inhibition at 48 hours (one generation) | Potency, µM (highest dose often 28.7 µM), for inactives: at the top dose activity change, negative = inhibition, usual class: inhibitors | P. falciparum luciferase growth in erythrocytes, 48 h | hit rate 5.9% among 310,000
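A one-generation exposure of luciferase-tagged malaria parasites in RPMI 1640/Albumax erythrocyte culture, 37 C and 5% CO2. Inhibition is inferred from decreased luminescence after adding detection reagent.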
* = called active by the depositor; u = inconclusive; x = no result given; & = joins results of further samples; [ ] = dose if it differs, or a comment. Calls follow the shape of the dose curve; as a rule, active = well fitted curve in the direction sought with a large enough effect; inconclusive = small, poorly fitted or top-dose-only effect, or another doubt; inactive = no such curve, though single readings can be large; an effect the other way counts as inactive or inconclusive. % is scaled to controls: 0 for no effect and ±100 for the full control effect; potency is read from the fitted curve at half-maximal effect.

SMILES	HCV inhibitor	Pf growth 96h	Sm TGR inh	LmPK inh	Tb PYK inh	Pf growth 48h
CCN(CC)S(=O)(=O)c1ccc(OC)c(NC(=O)C2CC(=O)N(c3ccc(C)cc3)C2)c1 (configuration not stated)	-18.2%	20.7%	3.8%	2.1%	-8.6%	u
O=C(c1ccc(C(F)(F)F)cc1)C1CCCN(Cc2ccc(CO)o2)C1 (configuration not stated)	-8.9%	u	-17.3%	-7.3%	-4.6%	u
COc1ccc(C(CC(=O)NCC(OC)OC)NS(=O)(=O)c2ccc(Cl)cc2)cc1 (configuration not stated)	-16.7%	u	-0.1%	8.8%	4.1%	3.6%
COc1ccc(CNC(=O)CCSCc2cccc(Cl)c2)cc1	0.1%	76.6%[activator]	-1.6%	4.8%	-4.2%	0.7%
Cc1cc(C)nc(N(C#N)CN2C(=O)c3ccccc3S2(=O)=O)n1	4.7%	-2.1%	-13.0%	1.0%	-1.2%	7.3%
CC1(C)CC(=O)C2=C(C1)C(c1cn(-c3ccccc3)nc1-c1ccccc1)C(C#N)=C(N)O2 (configuration not stated)	u	-27.0%	-8.3%	-1.1%	0.3%	u
CS(=O)(=O)N1CCN(c2ccc(NC(=O)c3cccnc3Cl)cc2)CC1	2.2%	x	-5.2%	-1.2%	2.9%	42.2%[activator]
COc1ccc(CNC2CCN(Cc3ccccc3)CC2)cc1	u	-2.8%	-1.8%	2.7%	4.2%	u
CCNC(=S)Nc1ccc(OC(F)(F)F)cc1	-5.1%	254.3%[activator]	3.4%	-0.4%	-0.8%	9.7%
COc1ccc(CCN(C)C(=O)CNC(=O)Cc2cccc3ccccc23)cc1OC	-19.4%	-12.3%	1.0%	-12.3%	-2.6%	-9.7%
O=C(O)/C(=C\c1ccccc1OC(F)F)c1ccc(-c2ccccc2)cc1	13.3%	12.9%	-1.1%	-0.6%	-3.6%	6.1%
COc1cc(OC)cc(C(=O)NC(C(=O)NNC(=O)c2ccc(C)cc2)C(C)C)c1 (configuration not stated)	17.8%	21.0%	3.2%	x	-2.1%	22.2%
OC(COCCOc1ccc(Br)cc1)CN1CCCCC1 (configuration not stated)	u	-42.2%	-4.7%	-0.6%	-2.4%	u
Cn1c(CN2CCCCC2)nc2cc([N+](=O)[O-])ccc21	26.0%	62.2%[activator]	7.8%	0.9%	-1.0%	-65.1%
COc1cc(NC(=O)c2ccco2)c(OC)cc1NC(=O)CSc1ncc(-c2ccc(F)cc2)[nH]1	-20.3%	3.6%	0.0%	2.0%	5.6%	-29.5%
CCOC(=O)CCSc1nc(-c2ccccc2)cc(C(F)(F)F)n1	3.6%	42.5%[activator]	0.0%	-1.8%	-10.3%	-21.5%
Cc1ccc(C)n1-n1cnc2sc(-c3ccccc3)cc2c1=O	22.4µM*	-4.2%	-0.3%	1.4%	0.3%	u
O=C(/C=C\c1ccc(-c2cccc([N+](=O)[O-])c2)o1)N1CCOCC1	-29.5%	21.8%	-3.9%	-15.6%	-10.8%	112.0%[activator]
Cc1ccc(NC2c3ccccc3C(=O)N2c2cccnc2)cc1 (configuration not stated)	11.7%	u	10.1%	-1.8%	-2.2%	-12.5%
CCOc1ccccc1C(=O)Nc1nnc(SCC(=O)N2CCOCC2)s1	-19.2%	-121.6%	6.9%	-17.5%	0.6%	u
COc1cc(OC)cc(C(=O)NC2CCCCCCC2)c1	-3.3%	8.1%	-8.2%	-0.9%	2.8%	9.8%
COc1ccc(C(=O)c2c(C(F)(F)F)oc3c2C(=O)c2ccccc2C3=O)cc1OC	u	u	-8.7%	8.8%	-1.5%	x
Cc1ccc(S(=O)(=O)NCCc2cccs2)cc1	0.3%	-6.6%	0.7%	0.3%	0.8%	u
Cc1ccccc1N1C(=O)C2C3C=CC(CC3)C2C1=O (configuration not stated)	23.9%	-26.4%	3.4%	-10.6%	-9.0%	-26.3%
COc1cc(S(=O)(=O)Nc2ccc3nc(C)sc3c2)ccc1NC(C)=O	u	u	4.8%	x	-2.6%	-27.3%

The last 2 entries of the part above lead into the next:
SMILES	HCV inhibitor	Pf growth 96h	Sm TGR inh	LmPK inh	Tb PYK inh	Pf growth 48h
Cc1ccccc1N1C(=O)C2C3C=CC(CC3)C2C1=O (configuration not stated)	23.9%	-26.4%	3.4%	-10.6%	-9.0%	-26.3%
COc1cc(S(=O)(=O)Nc2ccc3nc(C)sc3c2)ccc1NC(C)=O	u	u	4.8%	x	-2.6%	-27.3%
Cc1cc(C)nc(/N=C2\NC(=O)CC(C(=O)O)N2c2ccc(C)c(C)c2)n1 (configuration not stated)	10.2%	u	x	-2.3%	-18.2%	-9.4%
CC(C)Cc1ccc(C(C)C(=O)N2CCOCC2)cc1 (configuration not stated)	3.5%	0.8%	5.1%	3.9%	-3.4%	-24.7%
O=C(Nc1cccc(F)c1)C1CC(=O)N(c2ccc(Cl)cc2)C1 (configuration not stated)	u	8.5%	-8.8%	2.0%	-0.5%	u
C#CCOc1c(Br)cc(/C=C2/C(=O)ON=C2C)cc1OC	17.9%	-5.0%	u	-10.2%	-26.4%	-4.2%
COc1ccc(CNC(=O)CSc2nc3ccccc3n2C(C)=O)cc1	-5.6%	292.9%[activator]	6.0%	2.3%	-9.2%	25.1%
CC1=NCCN1CCNC(=O)Nc1cc(C)cc(C)c1	0.6%	16.9%	11.5%	-0.6%	-2.1%	1.7%
COc1ccc(CNC(=O)C(C)N(C)Cc2cccc(F)c2)cc1 (configuration not stated)	-13.9%	23.3%	-19.6%	-3.5%	-7.3%	36.8%[activator]
O=C1CCN(Cc2cccnc2)CCN1[C@H](CO)Cc1ccccc1	-4.8%	2.5%	-21.8%	-6.5%	-1.0%	-2.2%
CSCCC(NC(=O)OC(C)(C)C)C(=O)Oc1ccc2c(=O)c(-c3ccc4c(c3)OCCO4)coc2c1 (configuration not stated)	4.0%	u	-8.8%	-16.2%	6.0%	402.0%[activator]
Cc1ccc(N(CC(=O)NCC2CCCO2)C(=O)CNS(=O)(=O)c2ccc(Cl)cc2)cc1 (configuration not stated)	6.3%	-13.8%	3.4%	-0.4%	-0.7%	6.4%
CC(C)(C)c1nnc2sc(SCC(=O)NCc3ccco3)nn2c1=O	-14.8%	-24.9%	u	x	-7.5%	u
NNc1nc2ccc(F)cc2s1	10.2%	-1.0%	-9.4%	-10.0%	-1.5%	51.2%[activator]
Cn1ccc(NC(=O)Nc2ccc(Cl)cc2)n1	8.1%	61.5%[activator]	13.9%	0.2%	5.8%	50.8%[activator]
C[C@H](O)[C@@H]1C(=O)N2C(C(=O)O)=C(SCCN=CN)C[C@@H]12	x	-13.8%[12.8 µM]	x	x	-4.6%[33.2 µM]	-2.2%[12.8 µM]
CNC(=O)c1ccccc1Sc1ccccc1C#N	7.0%	12.6%	-19.2%	0.1%	-0.4%	3.0%
O=C(NC1CCN(S(=O)(=O)c2ccc(F)cc2)CC1)c1ccccc1	11.4%	12.0%	-0.6%	1.4%	-4.7%	-8.3%
CCOC(=O)N1CCN(C(=O)c2c[nH]c3ccc(S(=O)(=O)N(C)c4ccc(OCC)cc4)cc3c2=O)CC1	18.1%	13.1µM*	3.9%	-2.8%	-4.1%	23.8%
COc1ccc(C(c2nnnn2C2CCCC2)N2CCC(C(N)=O)CC2)c(OC)c1 (configuration not stated)	17.4%	u	0.0%	-1.0%	-3.5%	u
O=C(COc1ccccc1)Nc1ccc(NC(=O)c2ccco2)cc1	7.0%	82.4%[activator]	-1.8%	13.8%	5.3%	-29.0%
COc1cccc(-c2nc(-c3cccs3)no2)c1	2.6%	390.2%[activator]	0.3%	-17.7%	0.7%	258.5%[activator]
CN1C2CCC1CC(NC(=O)c1cc(Cl)cc3[nH]cnc13)C2 (configuration not stated)	-7.8%	u	-1.4%	0.3%	1.0%	u
O=c1c2ccccc2c(C=NCCO)c(O)n1-c1ccccc1	0.2%	66.1%[activator]	-7.0%	-4.1%	-2.1%	4.7%
COC(=O)c1sc(-c2ccccc2)cc1NC(=O)c1cc(OC)cc(OC)c1	-1.9%	38.8%[activator]	0.8%	5.5%	-5.1%	u
COc1ccc(/C=C(\NC(=O)c2ccco2)C(=O)NCCc2nc3ccccc3[nH]2)cc1	13.2%	2.7%	-9.0%	3.1%	-0.8%	3.1%
CC(C)(C)NC(=O)COC(=O)c1ccccc1Nc1ccc(SC(F)F)cc1	u	u	-7.8%	-8.9%	7.2%	u

Looked up above.
Cn1ccc(NC(=O)Nc2ccc(Cl)cc2)n1 in Sm TGR inh has 13.9%
COC(=O)c1sc(-c2ccccc2)cc1NC(=O)c1cc(OC)cc(OC)c1 in HCV inhibitor has -1.9%
O=C(COc1ccccc1)Nc1ccc(NC(=O)c2ccco2)cc1 in HCV inhibitor has 7.0%
CCOC(=O)N1CCN(C(=O)c2c[nH]c3ccc(S(=O)(=O)N(C)c4ccc(OCC)cc4)cc3c2=O)CC1 in Pf growth 48h has 23.8%

Already shown: an excerpt of the list.
SMILES	HCV inhibitor	Pf growth 96h	Sm TGR inh	LmPK inh	Tb PYK inh	Pf growth 48h
COC(=O)c1sc(-c2ccccc2)cc1NC(=O)c1cc(OC)cc(OC)c1	-1.9%	38.8%[activator]	0.8%	5.5%	-5.1%	u
COc1ccc(/C=C(\NC(=O)c2ccco2)C(=O)NCCc2nc3ccccc3[nH]2)cc1	13.2%	2.7%	-9.0%	3.1%	-0.8%	3.1%
CC(C)(C)NC(=O)COC(=O)c1ccccc1Nc1ccc(SC(F)F)cc1	u	u	-7.8%	-8.9%	7.2%	u

Further entries follow:
SMILES	HCV inhibitor	Pf growth 96h	Sm TGR inh	LmPK inh	Tb PYK inh	Pf growth 48h
CNC(=O)c1csc(-c2ccc(C)cc2)n1	10.9%	94.0%[activator]	7.6%	-9.6%	-8.8%	77.1%[activator]
Cc1ccc(CSCCNC(=O)c2ccc(C)cc2)cc1	-4.2%	0.0%	x	4.7%	2.4%	13.1µM*
O=C(NNC(=O)c1ccccc1C(=O)O)c1cc2ccccc2o1	7.4%	93.8%[activator]	9.6%	3.0%	-0.6%	u
O=C(/C(=C/O)N=Nc1ccccc1)c1ccncc1	16.1%	u	-19.2%	6.8%	-0.8%	x
CN1CC=C2C(C#N)=C(N)C(C#N)(C#N)C(c3cccc(Cl)c3Cl)C2C1 (configuration not stated)	-20.0%&-10.7%	85.9%[activator]	u	-0.9%	-11.9%	u
Cn1c(SCc2cccc(Br)c2)nc2ccccc2c1=O	22.4µM*	u	0.5%	-0.6%	-3.2%	-4.7%
Cc1ccc(OCC(=O)NNC(=O)Cn2nnc(-c3ccccc3)n2)cc1	-7.5%	35.0%[activator]	12.1%	0.2%	-14.8%	2.0%
O=C(Nc1nnc(SCc2ccccc2)s1)c1cccs1	11.1%	2.0%	-0.7%	-26.7%	-5.9%	60.3%[activator]
O=C1C2C3C=CC(CC3)C2C(=O)N1c1ccc([N+](=O)[O-])cc1 (configuration not stated)	16.9%	u	20µM*	-8.7%	0.6%	-8.8%
O=C(CCC(=O)Nc1ccccc1Cl)NN=C1CCCC1	9.4%	14.3%	-18.4%	-1.0%	-3.5%	-1.8%
Cc1cc(NC(=O)c2ccco2)ncc1NC(=O)CCc1ccccc1	5.6%	x	27.8%	-1.6%	1.5%	7.0%
COC(=O)CSC1=C(C#N)C(c2ccccc2OC)C(C(=O)OC)C(=O)N1 (configuration not stated)	16.1%	18.6%	-17.0%	-3.8%	-3.8%	1.7%
C=CCOc1ccc(C(c2c(C)n(C)n(-c3ccccc3)c2=O)c2c(C)n(C)n(-c3ccccc3)c2=O)cc1	-8.8%	26.7%	0.0%	5.7%	-7.1%	11.5%[0.00184 µM]
O=C(CSc1nc2cc(Cl)ccc2s1)N1CCN(C(=O)c2ccco2)CC1	u	-12.4%	-16.7%	3.2%	-3.9%	2.4%
CC(C)N1CCN(S(=O)(=O)c2ccc3ccccc3c2)CC1	3.8%	-8.1%	0.0%	-1.1%	8.5%	1.8%
COC(=O)c1cccc(NC(=O)CSc2nc(=O)cc(N)n2-c2ccccc2)c1	14.3%	x	4.9%	2.3%	-7.8%	x
